Screening data: PubChem, several laboratories
JNK3 inh – JNK3 (human) kinase inhibition. P53779. purified JNK3 kinase activity, HTS. inhibition, % at 8 µM. 60,000 tested, 0.61% active. AID 746; in the data active means inhibition above about 17%;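 further: 0% = DMSO and 100% = reference inhibitor; many of its hits are not listed in these tables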
FXIa inh mix – blocks human factor XIa in pooled compound mixtures. P03951. purified FXIa, fluorogenic substrate. inhibition, % at 5 µM. 62,000 tested, 0.19% active. AID 680;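 further: each value is inhibition by a whole ten-compound pool holding the compound; 0% = enzyme with no mixture and 100% = wells lacking enzyme; strong numbers were not always called active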
Target sequence (P03951 19-387 limits assumed): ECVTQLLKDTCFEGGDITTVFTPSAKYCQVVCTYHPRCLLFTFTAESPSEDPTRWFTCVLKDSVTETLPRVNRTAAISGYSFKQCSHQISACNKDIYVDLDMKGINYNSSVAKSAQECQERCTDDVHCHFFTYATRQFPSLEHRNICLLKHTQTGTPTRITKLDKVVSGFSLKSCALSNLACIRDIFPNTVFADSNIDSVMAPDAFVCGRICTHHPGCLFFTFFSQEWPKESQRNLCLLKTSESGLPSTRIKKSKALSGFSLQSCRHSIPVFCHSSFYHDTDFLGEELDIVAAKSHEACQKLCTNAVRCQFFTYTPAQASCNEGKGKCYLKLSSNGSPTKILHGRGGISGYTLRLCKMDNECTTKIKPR
Target sequence (P03951 388-625 limits assumed): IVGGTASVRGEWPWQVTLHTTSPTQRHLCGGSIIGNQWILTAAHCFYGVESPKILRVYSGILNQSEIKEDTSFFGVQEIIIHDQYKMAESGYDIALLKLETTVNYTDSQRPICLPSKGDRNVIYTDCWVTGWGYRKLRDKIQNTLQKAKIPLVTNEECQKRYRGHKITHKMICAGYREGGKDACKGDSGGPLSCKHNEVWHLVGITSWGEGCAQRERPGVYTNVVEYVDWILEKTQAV
CatL block – blocks human cathepsin L protease activity; AID 460; purified cathepsin L, fluorogenic substrate, fluorescence; 58,000 tested, 0.17% active; P07711; inhibition, %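 (tested at 10 µM)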; in the data active means inhibition above about 45%;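 further: 0% = enzyme with no compound and 100% = no enzyme blank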
PKA kinase inh – blocks human protein kinase A activity | 65,000 tested, 0.1% active | inhibition, % at 6 µM | PKA Kemptide phosphorylation, Kinase-Glo ATP luminescence | P17612;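 active means inhibition above the screen-wide mean inhibition plus 3 SD, cut at about 21% in these data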; further: many of its hits are not listed in these tables
C1s block – blocks human complement C1s protease activity; mean inhibition % of two 10-compound mixtures (active compounds read high), % at 5 µM (by protocol); 62,000 tested, 0.16% active; P09871; purified C1s, fluorogenic AMC substrate, pooled mixtures; AID 538;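 active means inhibition above 20% in each of the two 10-compound mixture wells holding the compound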;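 further: 0% = enzyme wells lacking compound mixture and 100% = no-enzyme blank wells; some compounds called inactive have numbers as strong as hits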
FXIIa mix inh – blocks human factor XIIa in pooled compound mixtures | P00748 | purified FXIIa, fluorogenic substrate | inhibition, % at 5 µM | 62,000 tested, 0.2% active | AID 684;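 further: 0% = enzyme without compound and 100% = no enzyme blank; some results filed as inactive read as strong as hits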
Cathepsin G inh – inhibitors of human cathepsin G | 62,000 tested, 0.2% active | purified enzyme, AMC-tetrapeptide fluorescence, pooled mixtures | AID 581 | inhibition, % at 5 µM (by protocol);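 active means inhibition above 20% in each of the two mixture wells holding the compound; inactive means inhibition of 20% or less in either well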;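 further: 0% = enzyme control without mixture and 100% = blank lacking enzyme; strong numbers were not always called active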
Target sequence (P08311 21-244 limits assumed): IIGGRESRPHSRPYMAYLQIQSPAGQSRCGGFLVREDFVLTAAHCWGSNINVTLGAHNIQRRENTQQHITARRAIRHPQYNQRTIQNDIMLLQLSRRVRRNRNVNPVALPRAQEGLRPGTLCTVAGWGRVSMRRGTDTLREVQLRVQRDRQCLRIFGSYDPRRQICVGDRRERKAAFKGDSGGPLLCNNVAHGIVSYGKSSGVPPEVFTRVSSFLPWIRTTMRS
CatS block – inhibitors of human cathepsin S; recombinant cathepsin S, AMC dipeptide fluorescence, pooled mixtures; P25774; inhibition, %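 (tested at 5 µM per compound within 10-compound mixtures)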; 62,000 tested, 0.06% active; in the data active means inhibition above about 32%, passing the limit was not always enough;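 further: 0% = enzyme without compound and 100% = blank without enzyme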
Target sequence (P25774 115-331 limits assumed): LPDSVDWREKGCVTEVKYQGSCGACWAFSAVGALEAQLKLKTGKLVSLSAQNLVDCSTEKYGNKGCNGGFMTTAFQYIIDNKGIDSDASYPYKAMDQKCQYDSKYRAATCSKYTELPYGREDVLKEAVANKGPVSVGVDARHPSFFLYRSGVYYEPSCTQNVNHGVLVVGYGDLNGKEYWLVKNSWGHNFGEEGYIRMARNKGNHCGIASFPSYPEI
ROCK2 blocker – ROCK2 (human) kinase inhibition; purified ROCK2, Kinase-Glo ATP depletion luminescence; inhibition, % at 6 µM; 60,000 tested, 0.35% active;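 active means inhibition above the screen-wide mean inhibition plus 3 SD, cut at about 18% in these data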;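 further: plate controls were DMSO wells for no effect and Y-27632 control wells after no-enzyme background subtraction for full effect; many of its hits are not listed in these tables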
* hit, by the source's call; / = not tested or not shown. Unless noted, no stated cut-off is given here; in the data, active means inhibition above about 20% (passing the limit was not always enough); inactive means the rest.

JNK3 inh	FXIa inh mix	CatL block	PKA kinase inh	C1s block	FXIIa mix inh	Cathepsin G inh	CatS block	ROCK2 blocker	smiles
1	7	-6	0	4	4	-1	5	2	COc1ccc(C(c2sc3nc(C)nn3c2O)N2CCc3ccccc3C2)cc1 (centres undefined)
-5	-7	12	5	-4	3	0	4	2	O=C(COC(=O)c1ccc2c(c1)OCCO2)NCc1ccccc1
5	0	4	2	16	8	9	2	2	O=C(CC1NCCNC1=O)Nc1ccc(Oc2ccccc2)cc1 (centres undefined)
2	-1	11	-2	-10	5	-16	-11	1	O=C(O)CCCc1ccccc1
-2	-3	11	1	-17	16	-13	18	1	O=C(COC(=O)C1CC(=O)N(c2ccccc2)C1)c1ccccc1 (centres undefined)
-2	-1	0	2	-13	2	-14	9	2	CCCSCCCNC(=O)Cn1cc2c(n1)CCC(C)C2 (centres undefined)
1	/	6	7	/	/	/	/	5	Cc1[nH]nc(-c2ccc(O)cc2O)c1Oc1ccccc1
6	5	4	4	11	7	8	3	6	CCOc1ccc2[nH]c(=O)c(CN(Cc3ccc(F)cc3)C(=O)N3CCCC3)cc2c1
6	2	2	-3	-24	2	-2	14	-4	COCCN(C(=O)Cn1nnc2ccccc21)C(C(=O)NC1CCCC1)c1cc(OC)ccc1OC (centres undefined)
-5	5	-5	-6	-17	2	1	-12	6	Cc1ccc(C2CC(=O)N3CN(c4ccc(Br)cc4)CSC3=C2C#N)o1 (centres undefined)
-1	0	/	7	-4	5	0	3	6	Cc1ccc(-n2ncc(C#N)c2/N=C/N2CCOCC2)cc1
-9	5	-7	2	-9	-5	7	-5	0	COC(=O)CN(c1ccccc1F)S(=O)(=O)c1ccccc1
-3	-8	-10	4	-51	-19	5	-2	3	C=CCn1c(=O)c(C(=O)Nc2nnc(C)s2)c(O)c2ccccc21
/	8	/	4	15	0	8	-5	/	Cc1cc(C(F)(F)F)nc(NCc2ccc(F)cc2)n1
1	-5	-10	4	-16	7	3	-3	2	CCOC(=O)CSC1=C(C#N)C(c2ccccc2F)C(C(C)=O)=C(C)N1 (centres undefined)
-7	-4	-11	-5	-10	7	8	-2	0	CC(C)CN1C(=O)NC(NC(=O)c2ccco2)(C(F)(F)F)C1=O (centres undefined)
1	1	27	-2	-20	-1	-1	1	-2	O=C(Nc1ccc(S(=O)(=O)N2CCCCC2)cc1)c1ccncc1
6	10	5	3	0	8	0	14	0	CCCCSc1nnc(CCC)n1N
-8	1	6	6	3	-1	-8	5	1	O=C(NC1CC1)C1CCN(c2ccc(S(=O)(=O)N3CCOCC3)cc2)CC1
5	2	-11	6	-27	5	-4	-9	6	COc1ccc(CNC(=O)c2c(O)c3cccc4c3n(c2=O)CCC4)cc1
15	2	13	3	-5	5	-6	9	-9	Nn1c(-c2cccs2)nc2sc3c(c2c1=O)CCCC3
0	-6	-2	7	-25	2	-16	0	-3	CCC(C)[C@H](NC(=O)NCc1ccccc1)C(=O)O (some centres undefined)
2	4	1	2	-19	6	-1	-8	3	COC(=O)C(F)(F)Sc1c(C)[nH]c2ccccc12
-6	-11	30	9	-14	7	-3	4	6	Cc1cc2c(c(=O)n1Cc1ccco1)C(c1cccnc1)C(C#N)=C(N)O2 (centres undefined)
3	/	19	5	/	/	/	/	7	CCOC(=O)CSc1nnc(C)c(=O)[nH]1
6	6	-1	-1	-4	14	-1	-5	-3	CC(O)CCc1nc2ccc(C(=O)O)cc2[nH]1 (centres undefined)
9	-1	12	1	-6	8	-36	34	0	Cc1nnc(SCC(=O)Nc2nccs2)s1
-4	10	-16	1	6	3	-1	4	-2	C=C(C)COc1ccc(-c2ncncc2Oc2ccc(OC)cc2)c(O)c1
-5	4	21	10	-12	12	-11	12	2	Cc1cc2cc(OCC(=O)O)ccc2n1C
2	11	4	9	17	9	11	-2	8	COCCCn1c(-c2ccccc2Cl)n[nH]c1=S
-3	-2	/	7	-44	7	40	-10	2	COc1cccc(-n2c(SCC(N)=O)nnc2-c2ccncc2)c1
0	-4	18	-6	-19	-15	2	15	-1	COC(=O)c1cc(=O)n(Cc2ccc3c(c2)OCO3)c(=Nc2ccccc2)s1
4	6	9	5	-8	1	3	10	2	Cc1occc1C(=O)Nc1nnc(C2CCCCC2)s1
5	5	-3	-6	9	4	9	4	-22	COc1ccccc1OCC(=O)Nc1ccccn1
-3	0	/	7	0	5	3	8	3	O=C1C=C(N(CCO)CCO)C2(CCCCC2)O1
7	7	29	6	4	5	-9	17	2	O=C(NCN1CCCCC1)c1cccnc1
2	5	1	7	-1	7	-3	-3	4	COc1ccc(C(=O)Nc2cccc(C(=O)N3CCN(C)CC3)c2)cc1
3	2	-4	-2	-16	8	-4	-4	1	COc1cccc(C2C=C(c3ccc(Br)s3)Nc3ncnn32)c1OC (centres undefined)
9	5	-20	9	1	0	-6	-6	4	COC(=O)c1ccccc1NC(=O)NCC1CCCO1 (centres undefined)
-2	2	-3	-1	10	2	9	-9	4	COc1cc(C(=O)Nc2cccc(-c3nc4cc(C)ccc4o3)c2C)cc(OC)c1OC
/	-5	7	8	-41	-5	3	-7	/	COc1ccc(CNC(=O)CSc2nnnn2-c2ccc(O)cc2)cc1
-3	-1	13	2	-20	2	-9	9	1	CCC(c1nnnn1Cc1cccs1)N1CCN(c2nc3ccccc3s2)CC1 (centres undefined)
-1	/	-47	7	/	/	/	/	-4	COc1ccc(-c2oc3ncn4nc(Cc5ccccc5)nc4c3c2-c2ccc(OC)cc2)cc1
1	15	13	10	11	0	4	-7	2	c1ccc2c(c1)CCN(Cc1nnnn1Cc1ccc3c(c1)OCO3)C2
6	7	8	5	4	6	13	12	2	Cc1nn(Cc2ccc(Cl)cc2)c(C)c1NC(=O)C1CC=CCC1C(=O)O (centres undefined)
-4	8	13	7	-10	4	8	4	-1	COc1ccc(Nc2nc(N)nc(CN3CCc4ccccc4C3)n2)cc1
4	-2	10	2	-7	2	-6	-6	0	CCN(CC)S(=O)(=O)c1ccccc1/C=N\O
-1	5	-6	-2	-2	7	0	9	-6	CC(C)[C@H](NC(=O)C1(c2ccccc2)CCN(C(=O)OC(C)(C)C)CC1)C(=O)O

Five entries already listed, arranged by the number in CatL block, highest first.
| smiles | CatL block |
| --- | --- |
| COc1ccc(Nc2nc(N)nc(CN3CCc4ccccc4C3)n2)cc1 | 13 |
| CCN(CC)S(=O)(=O)c1ccccc1/C=N\O | 10 |
| Cc1nn(Cc2ccc(Cl)cc2)c(C)c1NC(=O)C1CC=CCC1C(=O)O (centres undefined) | 8 |
| COc1cccc(C2C=C(c3ccc(Br)s3)Nc3ncnn32)c1OC (centres undefined) | -4 |
| COC(=O)c1ccccc1NC(=O)NCC1CCCO1 (centres undefined) | -20 |

Remaining list, next part.
JNK3 inh	FXIa inh mix	CatL block	PKA kinase inh	C1s block	FXIIa mix inh	Cathepsin G inh	CatS block	ROCK2 blocker	smiles
2	7	-5	-3	3	3	1	-4	-6	COc1ccc(OC)c(NC(=O)C(CC(=O)O)NCc2ccco2)c1 (centres undefined)
1	3	28	7	11	1	10	8	3	N#Cc1c(SCC(N)=O)nc(-c2ccccc2)c2c1CCCC2
1	-16	7	6	-157	-1	-14	-22	5	Cc1cccc(-n2c(Cc3cc(=O)[nH]c(=O)[nH]3)nnc2SCC(=O)NCc2ccco2)c1
2	6	19	-4	-23	4	5	15	1	COc1ccc(CNC(=O)C2CCNCC2)cc1
-2	2	20	2	3	10	6	-3	5	Fc1ccccc1OCCSc1nnnn1-c1ccccc1
3	6	22	0	-41	1	-4	15	0	CNc1cc(-n2nc(C)cc2-c2ccccc2)ncn1
5	-3	-90	1	-20	-3	-9	-1	1	Nc1cccc2c1C(=O)N(c1ccccc1)C2=O
5	-1	/	6	-13	8	5	-12	2	Cc1nc(N2CCN(C)CC2)c2sc(=S)n(-c3ccccc3)c2n1
-5	34	-1	17	-9	3	-3	-1	8	O=C(Cn1nc(-c2ccccc2)ccc1=O)NCC1COCCO1 (centres undefined)
-13	7	12	-2	-1	0	-3	5	-2	CCN(CCCNC(=O)CNC(=O)Cn1cnc2ccccc2c1=O)c1ccccc1
-7	-5	19	5	3	-4	12	1	5	Cc1cc(-c2nc3ccccc3o2)c2ccccc2n1
-8	5	-9	-2	9	6	14	-3	5	O=C(CC12CC3CC(CC(C3)C1)C2)N1CCOCC1
2	-21	-16	-4	-51	-20	-12	-29	0	Cc1c(N(C(=O)Nc2ccccc2)C2=NCC(C)S2)c(=O)n(-c2ccccc2)n1C (centres undefined)
-2	-4	6	9	-3	-8	-2	-7	8	Cc1cccc(NC(=O)c2ccccc2OCC(=O)N2CCOCC2)c1C
1	4	-1	9	1	-14	1	11	8	N#CC1=C2SCN(Cc3ccco3)CN2C(=O)CC1c1ccc(Cl)cc1 (centres undefined)
1	12	-4	-1	7	-9	11	0	-2	Cc1ccc(NC(=O)CS(=O)CC(=O)Nc2ccc3c(c2)OCO3)cc1Cl (centres undefined)
3	-4	4	15	-47	7	-17	-5	1	COC(=O)c1ccccc1NC(=O)Cn1cnc2c1c(=O)n(C)c(=O)n2C
/	-4	/	7	-25	1	1	3	/	COc1cccc(C2C3CN(C)CC=C3C(C#N)=C(N)C2(C#N)C#N)c1OC (centres undefined)
-3	8	-11	2	10	7	8	-8	2	C=C(C)n1c(=O)[nH]c2ccccc21
3	0	-4	-2	1	2	0	1	-4	Oc1ccc(-c2cccc(-c3ccc(O)cc3)n2)cc1
7	-6	19	8	-13	5	1	2	6	Cc1onc(-c2ccccc2)c1C(=O)Nc1ccc(-c2nnc3n2CCCCC3)cc1
3	0	18	5	15	-3	9	10	4	COc1ccc(-c2nc3n(n2)C(c2ccccc2)C2=C(CCCC2=O)N3)cc1OC (centres undefined)
-4	-8	22	6	4	9	9	11	7	COc1cccc(NC(=O)C2CCCN(S(=O)(=O)c3cccc4nsnc34)C2)c1 (centres undefined)
4	5	-8	0	8	8	14	9	2	CN(C)S(=O)(=O)c1cccc(-c2cn3ccccc3n2)c1
1	8	2	2	-7	7	1	-5	2	COc1ccc(NS(=O)(=O)Cc2ccccc2Cl)cn1
4	8	-2	8	6	1	1	2	2	O=C(Nc1cccnc1)c1ccc(Oc2ccccc2)cc1
/	-12	16	4	-1	14	-3	-1	/	COc1ccccc1NC(=O)Cn1cnc2sc(C(=O)NCc3ccco3)c(C)c2c1=O
3	25	2	2	3	2	2	55*	3	CCOC(=O)Cc1csc(NS(=O)(=O)c2ccc3c4c(cccc24)C(=O)N3CC)n1
-5	1	10	-2	13	5	12	-5	0	O=C(CSc1nc(-c2ccco2)cc(C(F)(F)F)n1)N1CCCc2ccccc21
-4	3	20	5	1	19	6	1	6	Cc1ccc(C)n1NC(=O)c1ccccc1Cl
4	4	13	-5	-22	8	5	-5	12	Fc1cccc(CSc2ncnc3c2oc2ccccc23)c1
1	3	/	9	1	9	7	1	4	CCN(CC)CC#CC(C)OCOCC#CCOC (centres undefined)
/	4	-7	4	-16	8	-11	-1	/	CCCc1ccc(OCC(O)CN2CCN(c3ccccc3)CC2)cc1 (centres undefined)
-2	7	-2	4	11	1	10	-2	6	Cc1ccc(Cn2ccc(NC(=O)c3cc(-c4ccc(Br)cc4)on3)n2)cc1
0	5	/	0	-46	6	5	-7	0	Cc1c(O)ccc2c3c(c(=O)oc12)CCC(C)C3 (centres undefined)
-4	8	-2	-4	-27	6	-1	-3	-8	c1ccc(-n2c(SCC3CCCCO3)nnc2-c2cnccn2)cc1 (centres undefined)
0	6	-4	-2	17	7	10	-7	-3	Cc1ccc(NC(=O)CSCc2c(C)noc2C)cc1C

Rewritten with values under each structure: part of the list above.
Screens in order: JNK3 inh | FXIa inh mix | CatL block | PKA kinase inh | C1s block | FXIIa mix inh | Cathepsin G inh | CatS block | ROCK2 blocker
> O=C(CSc1nc(-c2ccco2)cc(C(F)(F)F)n1)N1CCCc2ccccc21
→ -5 | 1 | 10 | -2 | 13 | 5 | 12 | -5 | 0
> Cc1ccc(C)n1NC(=O)c1ccccc1Cl
→ -4 | 3 | 20 | 5 | 1 | 19 | 6 | 1 | 6
